MC4R antag cAMP: MC4R antagonists of cAMP signaling, primary screen, cell-based, TR-FRET, antagonist arm of biased-ligand search; actives 0.48% (n = 360,000); AID 540295, 2011; inhibition, % at 6.5 µM; Melanocortin receptor 4 (Homo sapiens), P32245; MC4R-expressing cells, MTII-stimulated cAMP, LANCE TR-FRET;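 active = inhibition above its plate's cutoff, the mean of tested wells on that plate plus 3 SD, cut at about 29% in these data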;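 note: 0% = Melanotan II alone and 100% = Melanotan II plus saturating MCL0020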
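Material – human MC4R-expressing U2OS cells · Repeats – no replicates · Detection – TR-FRET with Eu-cAMP and labeled anti-cAMP, 671 nm · Times – compound 30 min, challenge 1 h, detection 1 h · Compound – single nominal compound dose of 6.5 µM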
ABCB6 inh 2: ABCB6 transporter inhibitors, primary screen, K562-ABCB6 cells, flow cytometry, MLPCN library | K562-ABCB6 porphyrin accumulation, 1 h; hits give low values | fluorescence ratio to DMSO, % at 10 µM | actives 0.19% (n = 360,000) | AID 602162, 2011;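 active = fluorescence ratio to DMSO below 75%, the collection mean minus 3 SD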;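 note: signal is porphyrin accumulated inside mitochondria; 100% equals median channel fluorescence of DMSO control wells; lower ratio means ABCB6 inhibition with less porphyrin fluorescence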
aDG glyco up: activators of alpha-DG glycosylation, primary screen, uHTS, Pro5-aDG cells, AlphaScreen. alpha-DG glycosylation AlphaScreen (IIH6); 0% Pro5, 100% B10-LARGE cell signal. activation, % at 10 µM. actives 0.22% (n = 360,000). AID 624168, 2012;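 active = activation of at least 8% versus controls, or a plate z-score of at least 8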;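 note: Pro5 are CHO cells carrying HIG-tagged alpha-DG that lacks glycosylation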
ABHD5-PLIN5 inh: ABHD5-PLIN5 interaction inhibitors, primary screen, cell lysate, split luciferase complementation, luminescence; Split G. princeps luciferase complementation, 4 h; Perilipin-5 (Homo sapiens) + 1-acylglycerol-3-phosphate O-acyltransferase ABHD5 (Homo …; inhibition, % at 4 µM; AID 602281, 2012; actives 0.78% (n = 360,000);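 active = inhibition above the mean inhibition across every tested compound plus 3 SD, cut at about 22% in these data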;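 note: 0% = DMSO only wells and the 100% control is not disclosed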
Target sequence (Q00G26 whole entry, looked up): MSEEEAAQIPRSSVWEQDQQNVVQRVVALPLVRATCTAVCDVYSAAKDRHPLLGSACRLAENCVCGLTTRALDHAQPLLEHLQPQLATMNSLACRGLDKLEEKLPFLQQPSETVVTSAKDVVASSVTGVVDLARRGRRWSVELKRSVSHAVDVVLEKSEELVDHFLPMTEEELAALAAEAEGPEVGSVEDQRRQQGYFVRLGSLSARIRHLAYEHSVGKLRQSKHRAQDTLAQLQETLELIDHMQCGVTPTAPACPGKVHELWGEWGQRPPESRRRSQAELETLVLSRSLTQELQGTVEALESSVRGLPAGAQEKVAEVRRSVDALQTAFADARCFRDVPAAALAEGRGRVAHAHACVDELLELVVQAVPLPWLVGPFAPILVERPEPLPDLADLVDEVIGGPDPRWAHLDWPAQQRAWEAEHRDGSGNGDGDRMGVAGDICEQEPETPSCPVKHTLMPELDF
Target sequence (Q8WTS1 whole entry, looked up): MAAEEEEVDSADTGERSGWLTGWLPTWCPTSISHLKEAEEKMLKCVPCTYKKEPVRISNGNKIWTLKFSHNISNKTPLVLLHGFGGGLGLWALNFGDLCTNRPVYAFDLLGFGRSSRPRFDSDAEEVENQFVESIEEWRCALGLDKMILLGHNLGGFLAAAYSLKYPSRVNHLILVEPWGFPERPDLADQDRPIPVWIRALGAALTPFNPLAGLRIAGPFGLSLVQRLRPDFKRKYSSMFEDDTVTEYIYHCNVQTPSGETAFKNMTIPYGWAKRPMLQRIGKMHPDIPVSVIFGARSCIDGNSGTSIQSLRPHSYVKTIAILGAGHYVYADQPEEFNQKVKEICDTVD
TLR9-MyD88 inh: inhibitors of TLR9-MyD88 association in cells, primary screen, cell-based, CHO, BLA complementation, fluorescence; CCF4 FRET ratio; inhibition, % at 4.98 µM; actives 0.21% (n = 340,000); Toll-like receptor 9 (Homo sapiens) + Myeloid differentiation primary response protein …;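 active = inhibition above the mean over all tested compounds plus 3 SD, cut at about 21% in these data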;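 note: 0% = DMSO only wells and 100% = clavulanate BLA inhibitor control wells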
Vif imaging: HIV Vif self-association inhibitors, primary screen, imaging, HEK293T, single point; inhibition, % at 7.49 µM; HEK293T cells, Vif self-association by quenched fluorescence, 24 h; actives 0.35% (n = 340,000); in the data active = inhibition above about 50%, passing the limit was not always enough; note: some results filed as inactive read as strong as hits
Granule exo inh: LAMP-1 surface exposure blockers, TALL-104 cells – cell-based, flow cytometry, MLPCN library, primary screen. TALL-104 LAMP-1 surface exposure; cells stimulated with thapsigargin and PMA. inhibition, % at 10 µM. actives 0.66% (n = 360,000);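 active = inhibition above about 55%, limit read from the data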
MC4R barr agon: MC4R agonists recruiting beta-arrestin, primary screen, cell-based, luminescence, agonist arm of biased-ligand search. actives 0.98% (n = 360,000). AID 540308, 2011. U2OS MC4R beta-arrestin complementation; percent of melanotan II response, DMSO zero. activation, % at 8.9 µM. Melanocortin receptor 4 (Homo sapiens), P32245;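 active = activation above a per-plate cutoff, the mean activation of sample wells on that plate plus 3 SD, cut at about 8% in these data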
N-glyco inh: increase of ERlucT glycosylation luciferase signal, primary screen, N-linked glycosylation inhibitor project, D54 ERlucT cells, luminescence, set 2; actives 0.23% (n = 360,000); D54 ERlucT glycosylation luciferase reporter, 24 h; percent of 100 nM tunicamycin response; AID 588692, 2011; reporter increase, % at 12.5 µM;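 active = mean luciferase reporter signal, scaled so untreated is 0 and the glycosylation-blocking control 100, at or above a set limit in every replicate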;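 note: luciferase carries N-glycosylation sites so blocking glycosylation raises the light; 0% = median of neutral control wells and 100% = median of 100 nM tunicamycin wells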
NOD2-RIPK2 inh: NOD2-RIPK2 binding disruptors in cells, primary screen, fluorescence, CHO cells, BLA complementation. CCF4 ratio. inhibition, % at 4.98 µM. actives 0.38% (n = 360,000); in the data active = inhibition above about 21%;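 note: 0% = vehicle only and 100% = reference blocker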
The depositor's hits bear a star; / = not tested or not shown. These rows are one share of the data; count on the stated rates, not on these rows.

Fields: MC4R barr agon | N-glyco inh | NOD2-RIPK2 inh | TLR9-MyD88 inh | MC4R antag cAMP | ABCB6 inh 2 | Granule exo inh | ABHD5-PLIN5 inh | aDG glyco up | Vif imaging
Cc1ccc(OCc2cc(C(=O)N(C)Cc3cnn(-c4ccccc4C)c3)no2)cn1
→ -3.2 | -3 | -10 | 0 | -2 | 99 | 0 | 9 | 2.2 | -5
C[C@H](CO)N1C[C@H](C)[C@H](CN(C)Cc2ccncc2)Oc2ncc(Br)cc2C1=O
→ 0.6 | 2 | -11 | 10 | 1 | 99 | 4 | -4 | 0.0 | /
COc1ccc(CCN2CC(C(=O)OCC(=O)c3c(N)n(CC(C)C)c(=O)n(C)c3=O)CC2=O)cc1OC (configuration not stated)
→ -0.7 | 5 | -9 | 1 | 5 | 95 | 0 | -3 | -0.1 | /
CCc1nn(CC(=O)NCCCN2CCc3ccccc3C2)c(=O)c2cc3sccc3n12
→ 0.6 | -3 | -4 | 4 | 9 | 103 | 2 | 5 | 0.3 | 5
O=C(CSc1nnc(NC(=O)c2ccccc2)s1)NCC1CCCO1 (configuration not stated)
→ -0.7 | -3 | -11 | -15 | 11 | 100 | 1 | -3 | 6.2 | -8
CCC(NC(=S)NCc1ccc(F)cc1)c1ccc(C(C)C)cc1 (configuration not stated)
→ -1.8 | -7 | -6 | 5 | 4 | 95 | 6 | -8 | 3.0 | -11
COc1cccc(/C=C/c2nc(S(=O)(=O)c3ccccc3)c(N3CCC(C(N)=O)CC3)o2)c1
→ -0.1 | -3 | -3 | 14 | 14 | 99 | -7 | 1 | -0.1 | 2
Cc1cc(C(=O)OCc2nnc(-c3ccccc3)o2)c(C)n1-c1ccccc1
→ -2.3 | -3 | -8 | -4 | 3 | 94 | 1 | 8 | 3.5 | -9
OC1C2CCC(C2)C1CN1CCOCC1 (configuration not stated)
→ 0.2 | 1 | 0 | 8 | 1 | 94 | 0 | -4 | 1.1 | -1
CCOC(=O)C1CCN(c2ncnc3c2[nH]c2cccc(OC)c23)CC1
→ 1.7 | 0 | -7 | -4 | 6 | 109 | 2 | 0 | 0.1 | 4
CC(NC(=O)COC(=O)c1ccc[nH]c1=O)c1ccccc1 (configuration not stated)
→ -1.2 | 1 | -1 | -6 | 10 | 97 | 1 | -3 | -0.1 | 6
CCc1ccccc1NC(=O)CN(C)C(=O)COc1ccc(C)nc1[N+](=O)[O-]
→ 4.1 | 2 | -15 | -9 | -4 | 99 | 1 | 3 | -0.2 | -5
CC1CCCCC1NC(=O)COc1ncnc2sccc12 (configuration not stated)
→ -0.2 | 1 | -6 | 0 | 3 | 100 | -2 | 8 | -0.1 | -2
COc1ccc(NC2=NC(=S)N(c3cccc(C)c3)C23CCCCC3)cc1
→ -0.8 | -1 | 4 | 8 | 5 | 97 | 0 | 0 | 0.3 | 3
O=C(NCC(=O)N1CCN(c2ccccc2)CC1)c1ccc(Cl)cc1
→ -1.1 | -2 | 1 | 1 | 2 | 96 | -2 | -1 | -0.2 | -5
Cc1cccc(OC(C)C(=O)N(Cc2cccs2)C2CCS(=O)(=O)C2)c1C (configuration not stated)
→ -0.2 | 0 | 1 | 3 | 2 | 100 | 14 | 3 | -0.2 | 9
C=CCNC(=S)NNC(=O)C(CCCC)CC(C)(C)O (configuration not stated)
→ 0.7 | 1 | -5 | 8 | 2 | 95 | 11 | 3 | 3.1 | 0
Cc1cc(C)n(-c2nc3ccccc3c(=O)n2OCC(=O)Nc2c(C)cccc2C)n1
→ 0.7 | 2 | -7 | -2 | 1 | 87 | -1 | -2 | -0.1 | 8
O=C(CCC(=O)N(CC(=O)NC1CCCC1)c1cccc(F)c1)Nc1nccs1
→ -1.0 | 3 | 14 | 6 | 1 | 98 | -7 | 5 | 0.1 | 13
O=C(CNC(=O)c1ccccc1)NCc1nc2ccccc2[nH]1
→ -2.0 | 2 | 4 | 2 | -1 | 129 | -5 | -8 | -0.1 | 1
COc1ccc(F)cc1-c1cc(C(=O)NC2CCCCC2)[nH]n1
→ 0.8 | 2 | -7 | / | 12 | 90 | -5 | 4 | 0.1 | -1
Cc1noc(C)c1NC(=O)Nc1cccc2c1O[C@@H](CN(C)Cc1ccc3c(c1)OCO3)[C@@H](C)CN([C@H](C)CO)C2=O
→ 1.2 | 1 | -1 | 3 | 13 | 99 | -1 | 3 | -0.2 | 8
COc1cccc(CN(C)CC(=O)NNC(=O)c2ccc(Cl)cc2)c1
→ 1.2 | -2 | 0 | 3 | -5 | 93 | 0 | 3 | 0.0 | 1
COC(=O)CSc1nc2c(cnn2-c2ccc(F)cc2)c(=O)[nH]1
→ -1.0 | 2 | -3 | 11 | -6 | 91 | 13 | 4 | 0.1 | -4
COc1cc(NC(=O)CN2C(=O)NC(C)(c3ccc4ccccc4c3)C2=O)c(C)cc1[N+](=O)[O-] (configuration not stated)
→ -2.4 | 2 | -1 | 10 | 13 | 101 | 6 | 11 | -0.2 | 4

In the list so far, 7 contain an aryl methoxy group:
Fields: MC4R barr agon | N-glyco inh | NOD2-RIPK2 inh | TLR9-MyD88 inh | MC4R antag cAMP | ABCB6 inh 2 | Granule exo inh | ABHD5-PLIN5 inh | aDG glyco up | Vif imaging
COc1ccc(CCN2CC(C(=O)OCC(=O)c3c(N)n(CC(C)C)c(=O)n(C)c3=O)CC2=O)cc1OC (configuration not stated)
→ -0.7 | 5 | -9 | 1 | 5 | 95 | 0 | -3 | -0.1 | /
COc1cccc(/C=C/c2nc(S(=O)(=O)c3ccccc3)c(N3CCC(C(N)=O)CC3)o2)c1
→ -0.1 | -3 | -3 | 14 | 14 | 99 | -7 | 1 | -0.1 | 2
CCOC(=O)C1CCN(c2ncnc3c2[nH]c2cccc(OC)c23)CC1
→ 1.7 | 0 | -7 | -4 | 6 | 109 | 2 | 0 | 0.1 | 4
COc1ccc(NC2=NC(=S)N(c3cccc(C)c3)C23CCCCC3)cc1
→ -0.8 | -1 | 4 | 8 | 5 | 97 | 0 | 0 | 0.3 | 3
COc1ccc(F)cc1-c1cc(C(=O)NC2CCCCC2)[nH]n1
→ 0.8 | 2 | -7 | / | 12 | 90 | -5 | 4 | 0.1 | -1
COc1cccc(CN(C)CC(=O)NNC(=O)c2ccc(Cl)cc2)c1
→ 1.2 | -2 | 0 | 3 | -5 | 93 | 0 | 3 | 0.0 | 1
COc1cc(NC(=O)CN2C(=O)NC(C)(c3ccc4ccccc4c3)C2=O)c(C)cc1[N+](=O)[O-] (configuration not stated)
→ -2.4 | 2 | -1 | 10 | 13 | 101 | 6 | 11 | -0.2 | 4

Bioassay records: PubChem, several laboratories
